# RECQ1 helicase = qHTS Assay for Inhibitors of RecQ-Like Dna Helicase 1 (RECQ1); RECQ1 DNA unwinding, red fluorescence kinetic read; 240,000 tested, 0.54% active; ATP-dependent DNA helicase Q1 (Homo sapiens), P46063; Potency, µM (doses to about 57.3 µM), without a hit: at the highest dose activity, negative = inhibition, hits mostly inhibitors;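 note: plate controls were vehicle for no effect and no enzyme for full effect; nearly all actives have a fitted effect of over 30% in size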
#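 50 nM RECQ1T1 preincubated 15 min with compound in Tris pH 8.0 buffer with MgCl2, DTT, Tween-20 and 2.5 ug/ml poly(dI-dC); started with 200 nM TAMRA/BHQ-2 forked duplex and 2 mM ATP. Unwinding read as fluorescence (525/598 nm), two reads 2 h apart.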
# TRb SRC2 PPI = qHTS for Inhibitors of the Interaction of Thyroid Hormone Receptor and Steroid Receptor Coregulator 2; 280,000 tested, 0.065% active; TRbeta-SRC2 peptide binding, fluorescence polarization; receptor liganded with 1 µM T3; AID 1469, 2008; Thyroid hormone receptor beta (Homo sapiens), P10828; Potency, µM (doses to about 106 µM), without a hit: top-dose activity change, negative = inhibition, usual class: inhibitors;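 note: plate controls were bound peptide for no effect and peptide without receptor for full effect; nearly all actives have a fitted effect of over 50% in size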
# Target sequence (P10828 whole entry, looked up): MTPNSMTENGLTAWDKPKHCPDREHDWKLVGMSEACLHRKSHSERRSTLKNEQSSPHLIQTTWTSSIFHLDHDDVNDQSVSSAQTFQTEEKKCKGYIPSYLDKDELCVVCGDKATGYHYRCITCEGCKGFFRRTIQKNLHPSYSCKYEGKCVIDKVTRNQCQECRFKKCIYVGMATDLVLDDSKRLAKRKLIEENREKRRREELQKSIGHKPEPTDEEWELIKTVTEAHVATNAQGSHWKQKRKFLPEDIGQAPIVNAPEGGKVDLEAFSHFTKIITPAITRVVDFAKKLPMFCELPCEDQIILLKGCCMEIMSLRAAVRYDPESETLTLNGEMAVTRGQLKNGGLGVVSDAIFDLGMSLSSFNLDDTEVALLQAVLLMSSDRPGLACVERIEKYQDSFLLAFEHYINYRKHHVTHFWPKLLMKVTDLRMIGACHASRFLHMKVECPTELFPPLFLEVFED
#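 Read-out is fluorescence polarization (555 nm excitation, 632 nm emission) of a Texas Red SRC2 coactivator peptide; loss of signal reflects blocked binding to human TRb ligand-binding domain in the presence of 1 uM T3.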
# GoLoco inh red = qHTS Assay for Inhibitors of RGS12 GoLoco Motif Activity (Red Fluorophore); Guanine nucleotide-binding protein G(i) subunit alpha-1 (Homo sapiens), P63096; Gai1:RGS12 GoLoco peptide FP, rhodamine, 10 min; Potency, µM (doses to about 61.6 µM), for inactives: at the top dose activity, negative = inhibition, usual class: inhibitors; 230,000 tested, 0.44% active; AID 880, 2007; active = well fitted inhibition curve with a large enough effect, not every such curve was filed as active; inactive = no such curve, though single readings can be large or run the other way; note: % is set by controls: 0 for no effect and ±100 for the full control effect; nearly all actives have a fitted effect of over 30% in size; many of its hits are not listed in these tables
# Target sequence (P63096 whole entry, looked up): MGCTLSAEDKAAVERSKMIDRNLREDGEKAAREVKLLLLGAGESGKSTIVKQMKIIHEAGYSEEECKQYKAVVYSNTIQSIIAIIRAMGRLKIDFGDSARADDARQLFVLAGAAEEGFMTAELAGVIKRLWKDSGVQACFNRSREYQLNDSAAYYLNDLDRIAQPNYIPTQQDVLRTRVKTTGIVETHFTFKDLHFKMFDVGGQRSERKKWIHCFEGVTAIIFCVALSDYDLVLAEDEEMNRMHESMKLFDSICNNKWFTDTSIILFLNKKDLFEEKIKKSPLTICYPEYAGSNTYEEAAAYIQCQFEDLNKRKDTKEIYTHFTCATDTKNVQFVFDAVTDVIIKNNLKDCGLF
# SMN2 splice up = qHTS Assay for Enhancers of SMN2 Splice Variant Expression; AID 1458, 2008; Potency, µM (highest dose often 46.1 µM), inactives show top-dose activity change, positive = activation, actives largely listed as activators; HEK293 SMN2-luciferase splicing reporter, luminescence, 30-36 h; 210,000 tested, 2.8% active; note: % of control where 0% means no effect; nearly all actives have a fitted effect of over 55% in size
#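 qHTS luciferase splicing reporter: luminescence rises when SMN2 exon 7 is included in transfected HEK293 cells. Compound exposure lasted 30-36 h at 37C, with 4.5 mM final sodium butyrate as control, followed by a ONE-Glo read.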
# Lamin A splicing = qHTS Assay for Modulators of Lamin A Splicing; HeLa LMNA splicing GFP/RFP minigene ratio, 48 h; AID 1487, 2009; Potency, µM (titrated, usually from 46.1 µM), for the others: at the top dose ratio change, negative = inhibition, hits mostly inhibitors; 200,000 tested, 0.01% active; active = well fitted inhibition curve with a large enough effect in the signal ratio, with a control signal flat, not every such curve was filed as active; inconclusive = small, poorly fitted or top-dose-only effect, or effect the other way, or a change in a side signal; the % refers to the signal ratio; note: % is set by controls: 0 for no effect and ±100 for the full control effect
#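 S3 HeLa cells stably expressing lamin A-EGFP splicing minigene plus DsRed2, 600 cells/well, 48 h compound exposure at 37C. Laser-scanning cytometry; analysed as GFP (500-530 nm)/RFP (575-640 nm) total intensity ratio; 0.5% DMSO vehicle.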
# TexasRed fluor = Total Fluorescence Counterscreen for Inhibitors of the Interaction of Thyroid Hormone Receptor and Steroid Receptor Coregulator 2; TRb/SRC2 Texas Red total fluorescence interference; AID 1479, 2009; Potency, µM (titrated, usually from 106 µM), for inactives: at the top dose fluorescence change, negative = quenching; 280,000 tested, 0.29% active; active = well fitted curve in either direction with a large enough effect; inconclusive = small, poorly fitted or top-dose-only effect; note: % is set by controls: 0 for no effect and ±100 for the full control effect
#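 Human TRβ ligand-binding domain (0.6 uM) and Texas Red SRC2 peptide (20 nM) in Tris buffer with 1 uM T3 and 5% DMSO were incubated with pinned compound for 5 hr at ambient temperature. Total fluorescence was computed as S + 2P (555/632 nm).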
# KDM4E inh = qHTS Assay for Inhibitors of Human Jumonji Domain Containing 2E (JMJD2E) | Lysine-specific demethylase 4E (Homo sapiens), B2RXH2 | JMJD2E catalytic domain, FDH-coupled NADH fluorescence (FDH is formaldehyde dehydrogenase) | AID 2147, 2009 | Potency, µM (series often up to 57.1 µM), for the others: at the top dose activity change, negative = inhibition, usual class: inhibitors | 230,000 tested, 1.6% active; active = well fitted inhibition curve with a large enough effect, not every such curve was filed as active; inconclusive = small, poorly fitted or top-dose-only effect, or another doubt; inactive = no such curve, though single readings can be large or run the other way;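 note: 0% = wells with enzyme and -100% = buffer wells without enzyme; nearly all actives have a fitted effect of over 50% in size; many of its hits are not listed in these tables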
# ALDH1A1 block = qHTS Assay for Inhibitors of Aldehyde Dehydrogenase 1 (ALDH1A1); Aldehyde dehydrogenase 1A1 (Homo sapiens), P00352; Purified ALDH1A1, NADH fluorescence, propionaldehyde substrate; Potency, µM (series often up to 75.3 µM), for the others: at the top dose activity, negative = inhibition, most hits filed as inhibitors; 220,000 tested, 7.3% active; AID 1030, 2008; active = well fitted inhibition curve with a large enough effect, not every such curve was filed as active; inconclusive = small, poorly fitted or top-dose-only effect, or another doubt; inactive = no such curve, though single readings can be large or run the other way;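 note: plate controls were no enzyme wells and a reference inhibitor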
# An asterisk follows results filed as active; i = inactive; ? = inconclusive; · = not tested or not shown; & = joins results of further samples; [ ] = remark or other dose. Unless noted, calls come from the whole dose curve; as a rule, active = well fitted curve in the direction sought with a large enough effect; inconclusive = small, poorly fitted or top-dose-only effect, or another doubt; inactive = no such curve, though single readings can be large; an effect the other way counts as inactive or inconclusive. Potency is the fitted concentration of half-maximal effect.
SMILES,RECQ1 helicase,TRb SRC2 PPI,GoLoco inh red,SMN2 splice up,Lamin A splicing,TexasRed fluor,KDM4E inh,ALDH1A1 block
COc1ccc(Cl)cc1N1C(=N)SCC1=O,14%,1%[53 µM],7%,·,·,-1%[53 µM],-18%,-1%
CC(C)(C)NC(=O)CSc1nnc(SCC(=O)NC(C)(C)C)s1,i,-6%,6%,-2%,·,-1%,-4%,7%
Cc1ccc(-c2nnc(OCc3cccnc3)c3ccccc23)cc1,i,-1%,15%,·,·,-5%,?,11%
CCC(C)c1ccc(NC(=O)COC(=O)C2=COCCO2)cc1 (stereo not given),-5%,-9%,6%,-5%,10%,-2%,0%,2%
O=[N+]([O-])c1ccccc1CSc1nc2ccccc2o1,-12%,2%,6%,20µM*,?,-3%,-4%,-6%
O=C(COc1nncc2ccccc12)Nc1c(F)c(F)c(F)c(F)c1F,i,2%,8%,6%,-2%[46 µM],-1%,8%,2%
Cc1ccc(C(=O)N/C(=C\c2ccco2)C(=O)NCCCn2ccnc2)cc1,-6%,1%,3%,1%[1.84 µM],-20%,0%,5%,-4%
CCn1cc(C(=O)N2CC=C(c3ccccc3)CC2)c(=O)c2ccc(C)nc21,3%,-2%,12%,-12%,?,-2%,-15%,-13%
Cc1ccccc1N1CCN(CCCCN2C(=O)C3CCCN3C2=O)CC1 (stereo not given),-2%,8%,1%,-25%,6%,2%,-4%,9%
O=C1CCCC(=O)C1Sc1ccc(Cl)cc1,-12%,-3%,8%,7%,-7%[46 µM],1%,5%,0%
COc1cccc(-c2nn(C)c3sc(C(=O)N4CCOCC4)cc23)c1,-11%,-1%,5%,15%,-7%,-3%,?,?
O=C(Nc1ccccc1-c1ccccc1)C(c1ccccc1)c1ccccc1,-4%,-5%,3%,-21%,-3%,-2%,4%,-16%
COc1cc(/C=N/NC(=O)c2ccc(CN(C)S(=O)(=O)c3ccc(C)cc3)cc2)ccc1O,i,-2%,5%,-31%[inhibitor],1%[46 µM],-2%,1%,6%
O=C1C[C@@H](O)[C@@H](O)[C@H]2[C@@H]3C(=O)N(C4CCCCC4)C(=O)[C@@H]3CC[C@H]12,15%&-1%[11.5 µM],0%&-7%&-1%[11.2 µM],·,·,·,3%&-4%&-3%[11.2 µM],·,-13%&-6%&-9%[13.5 µM]
c1ccc(-c2cc(CSc3nc4ccccc4[nH]3)on2)cc1,-13%,2%,5%,·,?,-2%,5%,-7%
CCn1c(CSc2nc(C)cc(C)n2)nnc1SCC(=O)N1CCCc2ccccc21,-2%,-21%,-3%,14%,9%,-3%,4%,?
Cn1c(=O)c2c(nc(-c3ccccc3)n2C)n(Cc2ccccc2)c1=O,9%,4%,4%,9%,2%,-1%,8%,272%[activator]
COc1ccc(NC(=O)CCNC(=O)Cn2ccc3ccccc3c2=O)c(OC)c1,-9%,-1%,18%,-17%,9%,1%,-3%,16%
Cc1nnc(SCC(=O)Nc2cc(C(C)(C)C)nn2-c2ccccc2)s1,i,3%,-2%,-26%,?,-1%,-1%,11%
Cc1cc2ccccc2n1CCC(=O)O,i,-9%,4%,-4%,2%[46 µM],-3%,-14%,11%
CCn1c(SCC(=O)c2ccc(OC)cc2)nnc1C1CC1,-6%,-2%,-19%,2%,11%,2%,-4%,-4%
Nc1nnnn1CC(=O)N/N=C/C=C/c1ccccc1,i,5%,0%,·,·,1%,2%,·
COc1ccc(Oc2ncc3nc(-c4ccc(F)cc4)c(=O)n(C)c3n2)cc1,-2%,·,21%,-14%,·,·,·,?
CC(=O)N1CCN(CC(=O)Nc2ccc3c(c2)CCC3)CC1,-9%,0%,-3%,-13%,12%,-1%,11%,6%
CCN(CC)S(=O)(=O)c1ccc2c(c1)nc(CCC(=O)O)n2C,-9%,-9%,124%[activator],·,-3%[46 µM],21%,11%,11µM*
SMILES,RECQ1 helicase,TRb SRC2 PPI,GoLoco inh red,SMN2 splice up,Lamin A splicing,TexasRed fluor,KDM4E inh,ALDH1A1 block
Cc1cc(NC(=O)COC(=O)c2oc3c(ccc4ccccc43)c2C)no1,2%,-2%,-35%,·,?,1%,3%,-6%
NC(=O)CSc1nnc(SCc2ccc(F)cc2)s1,i,-2%,10%,5%,2%[46 µM],-6%,-6%,-4%
CC(Oc1ccccc1)C(=O)NC1C(=O)N2C(C(=O)O)C(C)(C)S[C@@H]12 (stereo not given in full),-2%,-13%,-33%,11%,-3%,2%,11%,-4%
COc1ccc(NC(=S)NCCN2CCC(C)CC2)cc1,i,5%,10%,8%,·,-3%,-2%,0%
Cc1ccccc1-n1c(C)cc(/C=N/NC(=O)c2ccc(CN3CCOCC3)cc2)c1C,-5%,2%,5%,-48%[inhibitor],-6%,-1%,-12%,?
O=C(Nc1cccc(C(F)(F)F)c1)c1cc(Br)cc2c1OCC2,-1%,-6%,11%,·,-7%[46 µM],-5%,-11%,-3%
CCOc1ccc(N2C(=O)CN=C2Nc2ccccc2F)cc1,-6%,4%,-19%,2%,-1%,-2%,3%,5%
CC(=O)c1ccc(S(=O)(=O)N2CCNCC2)cc1,i,3%,-5%,·,·,-1%,4%,?
O=C(CS(=O)(=O)c1ccccc1)Nc1nc2ccccc2s1,14%,-6%,6%,10%,·,-1%,10%,?
Cc1ccc(Oc2nnc(-c3cccs3)c3ccccc23)cc1C,3%,1%,-5%,-27%,6%,1%,1%,?
N#Cc1c(N)n(-c2ccccc2)c(=O)c2cc([N+](=O)[O-])ccc12,i,1%,4%,8%,20%[46 µM],-2%,11%,?
O=C(NNC1=NS(=O)(=O)c2ccccc21)C1CC(=O)N(c2ccccc2)C1 (stereo not given),1%,-8%,-7%,-60%[inhibitor],·,-2%,11%,-4%
Cn1nnc(C(O)CNCc2cccs2)n1 (stereo not given),i,-1%,2%,6%,-5%,-1%,-6%,-2%
Cc1cc(NS(=O)(=O)N(C)C)ccc1C(C)C,4%,-19%,10%,-6%,-13%,1%,-1%,?
Cn1c(=O)[nH]c(=O)c2c1nc(Br)n2CC(O)COc1ccc(Cl)cc1 (stereo not given),i,2%,1%,-15%,-5%[46 µM],-1%,3%,?
CCOc1cc(N2CCOCC2)c(OCC)cc1NC(=O)c1nc2nccc(C)n2n1,-7%,1%,4%,-22%,1%,-6%,-5%,2%
NC(=O)[C@@H]1CCNc2c(I)cc([N+](=O)[O-])cc2C(=O)N[C@@H](CCC(=O)O)C(=O)N[C@@H](CO)C(=O)N1,-1%,9%,-5%,2%,?,-1%,6%,-2%
Cc1ccc(C(=O)O/N=C2\CCCc3ccccc32)cc1,-5%,5%,-2%,-1%,12%,-4%,1%,-12%
O=C(NNC(=O)c1sc2cccc(Cl)c2c1Cl)Nc1ccccc1,i,-6%,10%,-6%,1%,0%,7%,?
CC(=O)NC(=S)Nc1ccc(S(=O)(=O)Nc2nc(C)cc(C)n2)cc1,i,9%,9%,0%,8%[46 µM],0%,7%,-4%
CCN(CC)C(=O)COc1ccc(-c2nnc(Nc3ccc(OC)c(C(=O)NC)c3)c3ccccc23)cc1,-13%,-1%&7%,13%,-2%,·,-8%&-5%,-9%,25µM*
Cc1ccc(C(=O)CSc2ccc(-c3ccccc3)nn2)cc1,-1%,4%,-12%,7%,?,-2%,-15%,-10%
CCNc1ncc2nc(C)c(=O)n(C)c2n1,-6%,·,57%[activator],·,0%,·,·,?
COc1ccc(Cn2c(C(F)(F)F)ccc(C(N)=O)c2=O)cc1,-2%,0%,5%,0%,·,-4%,18%,1%
COc1cc2nc(C3CCC3)n(NC(=O)C(OC(C)=O)c3ccccc3)c(=O)c2cc1OC (stereo not given),-15%,-1%,-8%,25%,10%,-1%,-6%,-1%
SMILES,RECQ1 helicase,TRb SRC2 PPI,GoLoco inh red,SMN2 splice up,Lamin A splicing,TexasRed fluor,KDM4E inh,ALDH1A1 block
COc1ccc(-n2c(=S)[nH]c3sc4c(c3c2=O)CCN(C)C4)cc1,0%,0%,7%,·,·,-3%,?,·
Cc1cc(C)cc(Oc2nc(-c3ccccc3)cc(C)c2S(C)(=O)=O)c1,i,-16%,18%,6%,?,3%,-25%,14µM*
COc1ccc(/C=N/n2cnc3c([nH]c4ccccc43)c2=O)cc1CO,-1%,7%,6%,·,·,1%,?,·
COc1ccc(OC(=O)c2ccc(Cl)cc2)c(C(C)=O)c1,-13%,1%,-2%,·,·,0%,-6%,-1%
O=C(/C=C/c1ccccc1)NNc1ccc(Cl)cc1,-8%,-10%,1%,-31%[inhibitor],-5%[46 µM],-2%,-5%,?
O=C(Nc1ccc(F)cc1)c1ccc(S(=O)(=O)N2CCOCC2)o1,-7%,-4%,0%,·,·,-2%,0%,·
CCCCC(=O)Nc1cccc(C(=O)Nc2ccccc2C(=O)O)c1,8%,-6%,15%,·,-11%[46 µM],-4%,-2%,-1%
Cn1nc(C(=O)NC2=NCCS2)ccc1=O,-11%,-5%,13%,-7%,-1%,-4%,3%,5%
CC1(C)Cc2c(sc3c2C(=O)N(c2ccccc2)C2=NCCN23)CS1,-2%,-4%,-2%,-12%,-4%,5%,?,?
COc1ccc(CNC(=O)/C=C/c2ccco2)cc1OC,?,-11%,-11%,-69%[inhibitor],·,-1%,-11%,3.5µM*

# Compound activity: PubChem BioAssay, National Center for Advancing Translational Sciences (NCATS)

# Some of the compounds tested, so the mix of outcomes need not match the whole.
